FBW7 activator: FBW7 E3 ligase activators, primary screen, biochemical, AlphaScreen, human; AlphaScreen FBW7–phospho-cyclin E peptide binding, activator screen; normalized activity (activation), % at 26.1 µM; actives 0.13% (n = 650,000); AID 1259310, 2017; in the data active means normalized activity above about 1.9%;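 further: purified mutant Fbw7 with reduced substrate affinity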
TEAD-YAP inh: TEAD-YAP interaction inhibition, primary screen, TEAD-YAP interaction inhibitor project, luminescence, HEK-TIYL cells; TEAD-Gal4/YAP UAS-luciferase luminescence; inhibition, % at 9.12 µM; actives 1.4% (n = 640,000); in the data active means inhibition above about 32%;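 further: 0% = median of test compound wells and 100% = reference inhibitor wells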
GPR151 activ: activators of human GPR151, primary screen, cell-based, PathHunter beta-arrestin, luminescence; G-protein coupled receptor 151 (Homo sapiens), Q8TDV0; PathHunter beta-arrestin GPR151 cells; activation, % at 11.2 µM; actives 1% (n = 650,000); AID 1508602, 2020; in the data active means activation above about 4.9%;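 further: 0% = median of compound wells and 100% = cells with positive control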
MITF inh: MITF inhibitors, primary screen, biochemical, AlphaScreen, human; Microphthalmia-associated transcription factor (Homo sapiens), O75030; AlphaScreen MITF homodimerization, bead proximity signal; inhibition, % at 2.6 µM; actives 0.91% (n = 650,000); in the data active means inhibition above about 50%;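 further: 0% = vehicle wells with protein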
Numbers without * were called inactive; & = joins results of further samples; ! = not active in a repeat.

#1 O=C(Nc1ccc(-c2nc3ccc(NC(=O)c4ccc(Br)o4)cc3[nH]2)cc1)c1ccc(Br)o1
#2 O=C(Nc1ccnn1C1CCN(C(=O)CCc2ccc3c(c2)OCO3)CC1)C1CC1
#3 Cc1cc(C)n2nc(C(=O)N/N=C\c3c(O)ccc4ccccc34)nc2n1
#4 COCCn1c(SCC(=O)Nc2nc3ccccc3s2)nnc1C(C)C
#5 C[N+]1=C(CCCC#N)c2ccccc2CC1(C)C
#6 CCC(Cc1ccccc1)NS(=O)(=O)c1ccc(F)c(C(=O)Nc2c(C)cccc2C)c1 (stereo not drawn)
#7 COc1ccc(Cl)cc1N(CC(=O)NCC(C)C)S(=O)(=O)c1ccc(C)cc1
#8 O=[N+]([O-])c1ccc(-c2nc(-c3ccc(Br)cc3)no2)cc1
compound no. | 1 | 2 | 3 | 4 | 5 | 6 | 7 | 8
FBW7 activator | -0.1 | 0.1 | 0.1 | -0.1 | -0.2 | 0.0 | 0.1 | -0.1
TEAD-YAP inh | -57 | 1 | -41 | -6 | 3 | -7 | 0 | -9
GPR151 activ | 1.0 | -1.3 | 0.3 | 0.9 | 3.9 | 1.2 | -0.2 | -0.2
MITF inh | 2 | -8 | 6 | -6 | 2 | -1 | 0 | -1

#9 COC(=O)c1c(NC(=O)c2cc3ccccc3c(=O)o2)sc(C)c1C
#10 Cc1ccc(-n2ncc3c(=O)n(CC(=O)Nc4cccc5ccccc45)cnc32)cc1C
#11 COC(=O)c1[nH]c2ccc(C)cc2c1NC(=O)CN1CCCCC1
#12 Cc1[nH]c2ccc(F)cc2c1CCN1C(=O)OC2(CCCCC2)C1(C)O (stereo not drawn)
#13 CC1=Nc2ccccc2/C1=C/c1nc(-c2ccccc2F)oc1O
#14 Cn1c(=O)[nH]c(=O)c2c1nc1n2CC(COc2ccc(Cl)cc2)O1 (stereo not drawn)
#15 COc1ccc(N/C(=N/S(=O)(=O)c2cccs2)c2ccccc2)cc1
#16 Cc1ccc(CN(CC(=O)NCCO)S(=O)(=O)c2ccc(Cl)cc2)cc1
compound no. | 9 | 10 | 11 | 12 | 13 | 14 | 15 | 16
FBW7 activator | 0.0 | 0.1 | -0.2 | -0.1 | -0.1 | -0.2 | -0.1 | -0.2
TEAD-YAP inh | 2 | 5 | 0 | 7 | 5 | -1 | -6 | 6
GPR151 activ | -0.2 | 6.7* | -0.3 | 0.8 | 0.8 | -0.3 | 0.0 | -1.0
MITF inh | 14 | -7 | -9 | 5 | 0 | -10 | 7 | 1

The closing 4 compounds of the section above are carried over, then new ones follow:
#13 CC1=Nc2ccccc2/C1=C/c1nc(-c2ccccc2F)oc1O
#14 Cn1c(=O)[nH]c(=O)c2c1nc1n2CC(COc2ccc(Cl)cc2)O1 (stereo not drawn)
#15 COc1ccc(N/C(=N/S(=O)(=O)c2cccs2)c2ccccc2)cc1
#16 Cc1ccc(CN(CC(=O)NCCO)S(=O)(=O)c2ccc(Cl)cc2)cc1
#17 CC(C)C(=O)NC(=S)Nc1ccc(Br)cc1
#18 Cc1oc2ccc(NS(=O)(=O)c3ccc4c5c(cccc35)C(=O)N4)cc2c1C(=O)OC(C)C
#19 O=C(Nc1ccccc1)N1CCCN(Cc2ccccc2Cl)C1
#20 O=S(=O)(NCC(c1cccs1)S(=O)(=O)c1ccc(F)cc1)c1ccc(F)cc1 (stereo not drawn)
#21 CN(C(=O)c1ccccc1)c1nc(-c2ccccc2)cs1
#22 CN1CCCC(n2nc(Cc3ccc(Cl)cc3)c3ccccc3c2=O)CC1 (stereo not drawn)
#23 COc1ccc(CCNc2ccc3nncn3n2)c(OC)c1OC
#24 CC(C)(C)c1ccc(OCc2nnc(NC(=O)c3ccc(Cl)c(Cl)c3)s2)cc1
#25 CC(=O)NC(Cc1ccc(F)cc1)C(=O)NC1CCN(C(=O)c2ccc(C)cc2)CC1 (stereo not drawn)
#26 CCCNC(=O)Cc1cn(-c2ccc(Nc3nc4ccccc4n3C)nn2)c2ccccc12
#27 CCn1c2ccccc2c(=O)c2ccccc21
compound no. | 13 | 14 | 15 | 16 | 17 | 18 | 19 | 20 | 21 | 22 | 23 | 24 | 25 | 26 | 27
FBW7 activator | -0.1 | -0.2 | -0.1 | -0.2 | 0.2 | 0.3 | -0.1 | 0.1 | -0.3 | 0.1&-0.1&0.0 | 0.0 | 0.6 | 0.0 | -0.2 | 0.6
TEAD-YAP inh | 5 | -1 | -6 | 6 | -22 | 7 | 2 | -2 | -13 | 3&-9 | 4 | -2 | 3 | -4 | -11
GPR151 activ | 0.8 | -0.3 | 0.0 | -1.0 | -1.4 | -0.4 | 1.4 | 0.5 | -1.8 | 5.4*! | 0.2 | -0.3 | -1.1 | 1.0 | -0.4
MITF inh | 0 | -10 | 7 | 1 | -3 | 16 | -4 | 5 | -5 | -20&18&14 | 10 | -6 | 17 | 3 | 5

Compound profiles (already shown):
Record of O=S(=O)(NCC(c1cccs1)S(=O)(=O)c1ccc(F)cc1)c1ccc(F)cc1 (stereo not drawn) : FBW7 activator = 0.1; TEAD-YAP inh = -2; GPR151 activ = 0.5; MITF inh = 5
Record of CN1CCCC(n2nc(Cc3ccc(Cl)cc3)c3ccccc3c2=O)CC1 (stereo not drawn) : FBW7 activator = 0.1&-0.1&0.0; TEAD-YAP inh = 3&-9; GPR151 activ = 5.4*!; MITF inh = -20&18&14
Record of CC(C)C(=O)NC(=S)Nc1ccc(Br)cc1 : FBW7 activator = 0.2; TEAD-YAP inh = -22; GPR151 activ = -1.4; MITF inh = -3

Bioassay records from PubChem BioAssay.
